High-throughput results: PubChem, National Center for Advancing Translational Sciences (NCATS)
USP2a inh: inhibitors of human ubiquitin-specific protease USP2a. O75604. USP2 core, Ub-CHOP2 coupled fluorogenic reporter, 485/531. Potency, µM (series often up to 38.3 µM), for inactives: top-dose activity change, negative = inhibition, actives largely listed as inhibitors. 330,000 tested, 0.01% active. AID 463254;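 further: potency means the concentration at half of the fitted maximal effect; plate controls were DMSO wells for no effect and full inhibition by NEM control for full effect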
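Cell-free coupled assay: 10nM USP2 core preincubated 30min RT with compound in Tris-HCl pH 8.0/CaCl2/CHAPS buffer, then 25nM Ub-CHOP2 and 25nM reporter substrate; fluorescence (Ex 485/Em 531) read after 60min RT, normalized to NEM inhibition, concentration-response curves fitted.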
TRPV1 ag: human TRPV1 agonism; TRPV1-expressing cells, Fluo-8 calcium influx, agonist mode; 320,000 tested, 0.19% active; activation, % at 8.33 µM; Q8NER1; in the data active means activation above about 80%; inconclusive means between about 30% and that limit; further: 0% is about no effect
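Fluo-8 calcium influx in TRPV1-expressing cells, kinetic read (ex 480/em 520 nm). Compound added and read 3 min for agonist activity, followed by capsaicin at EC20 final and 2 min further read for enhancement.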
A-T KAP1 phos: candidate therapy for ataxia-telangiectasia; Potency, µM (top dose mostly 57.5 µM), inactives show at the top dose activation, usual class: activators; AID 485349; 320,000 tested, 0.19% active; […] A-T fibroblasts, KAP-1 phosphorylation AlphaLISA; neocarzinostatin DNA damage 30 min before lysis; further: potency means the concentration at half of the fitted maximal effect; % of control where 0% means no effect; nearly all actives have a fitted effect of over 45% in size
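ATM-like activity read as KAP-1 phosphorylation via AlphaLISA donor/acceptor antibody pairs after lysis and 6 hr at 25C. Cells were ATM-null patient fibroblasts ([…], hTERT), dosed 60 min, then exposed to the DSB inducer NCS for 30 min.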
KCNH2 3.1 inh: inhibitors of human KCNH2 3.1 potassium channel isoform. U2OS KCNH2 3.1, thallium flux FluxOr; hits give low values. activity change, % (tested at about 1.8 µM). 340,000 tested, 0.95% active. AID 720553;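 active means maximum activity change below -70%; inconclusive means maximum activity change from -70% to -50%; inactive means maximum activity change above -50%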;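 further: thallium influx rate constant from kinetic fluorescence after stimulation buffer; on the % scale 0 is the no-effect control and ±100 the full control effect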
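Normalized rate constant (relative to positive and negative DMSO controls) derived from a 2 min kinetic fluorescence read after stimulation; U2OS cells expressing the 3.1 isoform via virus at 1.77 x 10^8 /mL.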
TSHR antagonist: blocks TSH signaling through the human TSH receptor. AID 504810. 330,000 tested, 0.2% active. TSHR-expressing cells, TSH-stimulated cAMP HTRF, 2 h; hits give low values. activity change, negative = inhibition, % at 11.5 µM. P16473;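 active means activity change below a set negative limit, meaning inhibition stronger than a set level, cut at about -70% in these data; inconclusive means activity change between two set negative limits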; further: on the % scale 0 is the no-effect control and ±100 the full control effect
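TSHR-expressing cells, 200/well, pre-treated with compound, then stimulated with EC80 TSH (4nM final) for 2 hours at 37 deg C. cAMP measured by competitive HTRF: anti-cAMP cryptate antibody in lysis buffer plus cAMP-d2, read after 30 minutes at room temperature.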
Mito fusion yeast: inhibitors of mitochondrial division or activators of mitochondrial fusion | Potency, µM (titrated, usually from 46.1 µM), inactives show top-dose growth rescue (activation), most hits filed as activators | S. cerevisiae fusion-defective mutant growth rescue, CellTiterGlo 48 h | 320,000 tested, 0.23% active;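 further: potency means the concentration at half of the fitted maximal effect; % of control where 0% means no effect; nearly all actives have a fitted effect of over 45% in size; temperature-sensitive fusion mutants such as fzo1-1 at 37 °C on non-fermentable ethanol glycerol medium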
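Luminescent cell viability in 1536-well qHTS format served as the measure of rescued growth in ts fusion-mutant S. cerevisiae cultured on non-fermentable YPEG for 48 hours at 37C.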
Eya2 inh: blocks the phosphatase activity of human Eya2 | recombinant Eya2, OMFP fluorescence dephosphorylation (OMFP is methylfluorescein phosphate) | O00167 | 330,000 tested, 0.006% active | AID 488837 | Potency, µM (titrated, usually from 76.9 µM), without a hit: top-dose activity, negative = inhibition, actives largely listed as inhibitors; further: potency means the concentration at half of the fitted maximal effect; on the % scale 0 is the no-effect control and ±100 the full control effect
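Eya2 (0.2 uM) preincubated 10 min at ambient with compound, then OMFP substrate added at 50 uM; 10 min reaction in 50 mM HEPES pH 7.5, 50 mM NaCl, 5 uM MgCl2, 0.05% BSA, 1 mM DTT. Fluorescence read at Ex 485/Em 525 nm.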
TCR activator: T cell receptor activation; 330,000 tested, under 10 active; Potency, µM (top dose mostly 9.22 µM), for inactives: top-dose activation of IL-2 secretion, hits mostly activators; AID 504894; primary human leukocytes, anti-CD3, IL-2 HTRF, 48 h; further: % of control where 0% means no effect
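IL-2 produced over 48 hr by a-CD3 bead-stimulated primary human leukocytes exposed to compounds was detected with a homogeneous time-resolved FRET immunoassay, 665nm acceptor signal after 320nm excitation.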
KCNH2 WT inh: KCNH2 (human, wildtype) channel inhibition; Q12809; activity change, % at 1.84 µM; U2OS, BacMam KCNH2, thallium flux FluxOr; hits give low values; 340,000 tested, 0.37% active;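 active means maximum activity change below -70%; inconclusive means maximum activity change between -70% and -50%; inactive means maximum activity change above -50%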; further: on the % scale 0 is the no-effect control and ±100 the full control effect
Target sequence (Q12809 whole entry, looked up): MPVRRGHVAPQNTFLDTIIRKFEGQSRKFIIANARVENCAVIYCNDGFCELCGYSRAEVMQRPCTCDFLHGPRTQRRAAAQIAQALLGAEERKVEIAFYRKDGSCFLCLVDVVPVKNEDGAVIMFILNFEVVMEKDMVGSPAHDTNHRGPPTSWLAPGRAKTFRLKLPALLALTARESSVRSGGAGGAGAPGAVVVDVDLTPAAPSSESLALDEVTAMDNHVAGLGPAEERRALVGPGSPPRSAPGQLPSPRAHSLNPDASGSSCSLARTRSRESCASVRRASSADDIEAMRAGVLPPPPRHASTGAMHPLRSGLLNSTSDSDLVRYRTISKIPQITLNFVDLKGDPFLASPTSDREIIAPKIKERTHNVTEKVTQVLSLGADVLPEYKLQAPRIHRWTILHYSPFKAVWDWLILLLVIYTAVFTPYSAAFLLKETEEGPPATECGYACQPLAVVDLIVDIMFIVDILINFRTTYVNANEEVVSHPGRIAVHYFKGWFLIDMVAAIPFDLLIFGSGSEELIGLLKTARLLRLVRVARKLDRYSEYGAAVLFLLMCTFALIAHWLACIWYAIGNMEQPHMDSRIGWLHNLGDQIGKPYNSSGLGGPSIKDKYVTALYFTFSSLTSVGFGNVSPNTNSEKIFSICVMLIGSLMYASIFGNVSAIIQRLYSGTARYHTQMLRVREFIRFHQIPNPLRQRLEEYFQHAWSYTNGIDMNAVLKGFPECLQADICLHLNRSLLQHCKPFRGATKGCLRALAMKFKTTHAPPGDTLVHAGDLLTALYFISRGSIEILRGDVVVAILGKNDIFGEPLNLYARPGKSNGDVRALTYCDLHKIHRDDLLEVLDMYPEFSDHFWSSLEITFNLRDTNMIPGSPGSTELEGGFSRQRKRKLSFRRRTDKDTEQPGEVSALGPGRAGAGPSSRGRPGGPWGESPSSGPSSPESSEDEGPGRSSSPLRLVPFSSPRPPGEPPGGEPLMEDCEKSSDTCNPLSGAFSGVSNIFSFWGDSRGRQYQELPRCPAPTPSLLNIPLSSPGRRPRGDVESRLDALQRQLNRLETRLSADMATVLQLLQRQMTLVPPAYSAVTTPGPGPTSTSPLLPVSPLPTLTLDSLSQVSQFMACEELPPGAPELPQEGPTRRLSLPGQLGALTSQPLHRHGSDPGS
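U2OS cells were transduced with wild-type KCNH2 virus (2.03 x 10^8 / mL) for 4 h at room temperature, then cultured overnight at 37 C. Thallium flux was read with FluxOr dye. Rate constants were normalized to DMSO controls.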
ELG1 repair inh: blocks ELG1-dependent DNA repair in HEK293T cells; HEK293T ELG1-luciferase reporter, luminescence, 16 h; DNA damage induced by 5-fluorouridine; 330,000 tested, 2.3% active; Potency, µM (series often up to 46.1 µM), for the others: at the top dose activity change, negative = inhibition, actives largely listed as inhibitors; further: potency means the concentration at half of the fitted maximal effect; on the % scale 0 is the no-effect control and ±100 the full control effect; nearly all actives have a fitted effect of over 55% in size
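Reporter activity after DNA damage by 5-fluorouridine is monitored. Compound-treated cells incubate 16 hr at 37 °C, then ONE-Glo is added for 30 min before luminescence reading.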
* hit, by the source's call; i = inactive; u = inconclusive; x = no result given; [ ] = another dose, or the depositor's remark. Unless noted, the call rests on the fitted dose curve; in most records, active means well fitted curve in the direction sought with a large enough effect; inconclusive means small, poorly fitted or top-dose-only effect, or another doubt; inactive means no such curve, though single readings can be large; an effect the other way counts as inactive or inconclusive. An excerpt; rates above refer to the full screens.

SMILES | USP2a inh | TRPV1 ag | A-T KAP1 phos | KCNH2 3.1 inh | TSHR antagonist | Mito fusion yeast | Eya2 inh | TCR activator | KCNH2 WT inh | ELG1 repair inh
COCCCNC(=O)C1=CCN(S(=O)(=O)c2ccc(OC)cc2)CC1 | 0.2% | -0.8 | 1.1% | 3.9 | 10.4 | -0.1% | 4.1% | 0.0% | -11.9 | 0.0%
CNC(=O)c1c(NC(=O)C2=COCCO2)sc(C)c1C | 0.3% | 15.4 | 1.6% | 4.6 | -15.7 | 11.4% | 6.4% | 9.9% | -6.1 | 1.0%
CCCCCCCNC(=O)C1(CC2CC(c3ccc(Cl)cc3)=NO2)CCNCC1 (centres undefined) | -5.6% | 1.1 | 13.5% | u | 5.9 | -21.5% | -6.5% | 1.9% | -18.3 | 0.0%
COc1ccc(NS(=O)(=O)c2cccc(C(=O)N/N=C/c3cn(-c4ccccc4)nc3-c3ccc(OC)cc3)c2)cc1 | -1.1% | -2.3 | -2.8% | -10.1 | -3.4 | 9.9% | 6.8% | 2.4% | 0.9 | 0.4%
CC(C)c1nc(N2CCN(C(=O)c3ccco3)CC2)c(C#N)c2c1COC(C)(C)C2 | -1.6% | u | 5.7% | 23.4 | -13.5 | u | 1.3% | -1.6% | 2.4 | u
O=C(N/N=C/c1ccccc1)NC1CCCCC1 | 1.4% | 28.2 | 3.3% | 0.2 | 1.5 | 1.8% | -5.5% | 8.0%[46.1 µM] | -1.7 | u
Clc1ncn(C23CC4CC(CC(C4)C2)C3)n1 | 4.5% | 1.8 | -4.4% | -2.4 | -7.1 | 1.1% | -5.1% | -2.9% | 18.2 | -23.4%
CCC(Cc1ccccc1)n1c(=S)[nH]c2ccccc2c1=O (centres undefined) | -0.2% | u | 2.3% | 11.9 | -9.7 | -6.6% | -16.3% | 6.0% | -0.2 | -2.1%
COc1ccccc1N1CCN(C(=O)c2cc3c(s2)-c2ccccc2OC3)CC1 | 3.5% | 2.5 | 1.4% | -14.2 | -9.3 | 6.2% | 8.8% | 2.7% | -0.8 | 20.6µM*
O=C(CSc1nnc2ccccn12)NCc1ccco1 | 0.6% | 2.6 | 2.6% | 17.0 | 32.7 | 5.7% | -6.2% | -1.7% | -1.7 | -7.7%
COc1cc(OC)c(NC2=NCCCCC2)cc1Cl | -3.8% | 8.3 | -2.5% | -11.8 | 6.3 | -2.0% | -0.9% | -0.4% | 0.8 | -1.1%
CC(=O)Nc1ccc2c(c1)OCO2 | 3.9% | 0.0 | -4.5% | -13.3 | 5.5 | 3.1% | 21.0% | 5.1% | i | 5.7%
COCCNC(=O)c1ccc(C)c(S(=O)(=O)Nc2ccc(C)cc2)c1 | -0.5% | 1.6 | 4.1% | 5.4 | 2.6 | -1.3% | -1.6% | 10.5% | -1.2 | 9.5%
COc1ccc(CNCC(O)(c2ccc(F)cc2)c2ccc(F)cc2)cc1 | 4.3% | 3.1 | 3.8% | -104.9* | 12.9 | -16.2% | -27.6% | -0.3% | 7.9 | u
COc1cc2c(cc1NC(=O)Nc1ccc(C)cc1)oc1ccccc12 | -0.3% | 15.0 | 3.0% | 22.8 | -5.8 | 11.2% | 16.9% | -4.5% | -7.4 | u

3 entries already listed, arranged by the number in TSHR antagonist, highest first.
SMILES | TRPV1 ag | TSHR antagonist | Eya2 inh | TCR activator
COc1ccc(CNCC(O)(c2ccc(F)cc2)c2ccc(F)cc2)cc1 | 3.1 | 12.9 | -27.6% | -0.3%
Clc1ncn(C23CC4CC(CC(C4)C2)C3)n1 | 1.8 | -7.1 | -5.1% | -2.9%
CC(C)c1nc(N2CCN(C(=O)c3ccco3)CC2)c(C#N)c2c1COC(C)(C)C2 | u | -13.5 | 1.3% | -1.6%

Continued:
SMILES | USP2a inh | TRPV1 ag | A-T KAP1 phos | KCNH2 3.1 inh | TSHR antagonist | Mito fusion yeast | Eya2 inh | TCR activator | KCNH2 WT inh | ELG1 repair inh
Cc1cc(C)n(CCNC(=O)C2CCC(=O)N(Cc3ccc(Cl)cc3)C2)n1 (centres undefined) | 2.6% | -3.9 | -1.6% | -1.5 | -8.6 | -1.8% | -3.4% | 3.4% | -0.1 | 9.0%
COc1ccc(N2C(=O)NC(=O)C2=O)cc1 | 1.6% | -2.6 | -0.2% | -4.1 | -3.6 | 0.2% | -1.3% | -0.2% | -10.8 | 11.2%
CC(C)Oc1ccc(C(=O)NCC(=O)O)cc1 | 1.8% | -2.8 | -6.8% | 2.2 | 1.5 | 0.4% | -13.2% | 8.6% | 7.7 | 0.0%
CC(C)(C)OC(=O)CNC(=O)c1nc[nH]c1C(=O)NCC(=O)OC(C)(C)C | -1.0% | 15.4 | -12.9% | 6.9 | 1.6 | 1.7% | 3.4% | -12.0% | -1.7 | -2.3%
Cc1nccc(-c2cccc(NC(=O)c3ccccc3Cl)c2)n1 | -0.3% | 2.8 | 2.0% | -2.6 | -7.2 | 4.3% | -2.7% | -4.1% | 12.2 | u
CC(OC(=O)CCCc1nc2ccccc2s1)C(N)=O (centres undefined) | 3.5% | -1.5 | 3.3% | -11.0 | -6.1 | 0.1% | 1.6% | -3.2% | -2.6 | u
O=C(Nc1ccncc1)c1ccc(Cl)c([N+](=O)[O-])c1 | 2.4% | u | 17.5% | 21.1 | -9.8 | -4.6% | -2.6% | -1.7% | -15.1 | -21.7%
Cc1ccc2oc(=O)n(CCOc3ccccc3)c2c1 | -0.3% | 2.4 | 5.0% | -6.6 | 0.7 | 11.6% | -5.9% | 1.2% | 0.2 | u
O=c1oc2ccccc2c2c1ncn2C1CCCCC1 | 1.2% | 4.0 | -8.0% | 12.8 | -2.7 | 16.0% | 19.2% | -10.1% | -11.4 | -9.4%
O=C1C2C3C=CC(C3)C2C(=O)N1Nc1ccccc1 (centres undefined) | 2.2% | -4.7 | 19.2% | 15.3 | 15.9 | 4.0% | 0.5% | -3.7% | 2.7 | 0.0%
Cc1cc(C)cc(NC(=O)CCc2nc3ccccc3[nH]2)c1 | 0.8% | x | 0.0% | u | -8.6 | 0.0% | 2.8% | -12.4% | 2.9 | 0.1%
COc1ccc(S(=O)(=O)N(C)C)cc1NC(=O)CCNC(=O)c1ccco1 | 1.5% | -3.2 | 8.3% | -4.7 | -2.0 | 2.9% | 5.8% | 1.4% | -7.5 | -5.0%
CCOC(=O)CNC(=O)c1cc(OC)cc(OC)c1 | 1.3% | 0.2 | 3.9% | 7.3 | 6.7 | 1.2% | -4.9% | 0.4% | -3.4 | 9.5%
Cc1nnc(NC(=O)CN2C(=O)NC3(CCCC3)C2=O)s1 | 1.4% | 1.8 | 14.7% | 12.5 | 0.0 | 0.1% | -13.5% | 1.2% | -6.1 | 17.2%
CCCCNC(=O)C1CCCN1C(=O)NC1CCCCC1 (centres undefined) | -0.9% | -2.0 | 6.3% | -2.2 | -0.8 | 0.5% | -0.6% | -0.7%[46.1 µM] | -3.0 | 0.4%
Cc1ccc(S(=O)(=O)N(CC(=O)NCc2ccncc2)Cc2ccccc2F)cc1 | 0.7% | u | 0.6% | 9.9 | -7.5 | 9.7% | 4.4% | -4.2% | 31.0 | -0.4%
C=CCc1cccc([C@@H]2[C@@H](C)CC[C@H]3C(=O)N4[C@@H](c5cc(OC)c(OC)c(OC)c5)c5[nH]c6ccccc6c5C[C@H]4C(=O)N23)c1 | -16.6% | 6.9 | 20.5% | x | -7.3 | 2.8% | 4.8% | x | x | -28.3%
CC(CC(=O)N1CCc2ccccc21)S(=O)(=O)c1ccc2c(c1)NC(=O)CO2 (centres undefined) | 4.6% | 7.7 | 16.8% | 22.2 | 19.7 | 6.4% | -3.5% | 0.2% | 15.1 | 20.7%
Cc1cc(C)cc(C(=O)NCC(=O)NCCc2c[nH]c3ccccc23)c1 | 1.2% | -3.3 | -3.1% | -8.4 | 19.8 | -7.9% | 16.1% | 3.8% | 3.8 | 6.1%
CC1=C(C(=O)Nc2ccc(F)cc2)C(c2cccc(C)c2)n2nc(CCCO)nc2N1 (centres undefined) | 1.1% | 1.1 | 16.2% | 9.3 | 4.7 | -6.4% | 10.2% | -1.6% | 2.7 | 7.5%
O=C(NCCCN1CCCC1)c1ccc(CS(=O)(=O)c2c(Cl)cccc2Cl)o1 | 3.5% | -1.2 | -16.7% | -10.0 | -0.8 | -0.9% | -6.2% | -9.0% | -30.6 | u
NC(=O)[C@H]1CC2(CC(c3cccc(NC(=O)COc4ccc(Cl)cc4)c3)=NO2)CN1C(=O)c1ccccc1C(=O)c1ccccc1 (some centres undefined) | -15.1% | 3.5 | -16.1% | x | -7.1 | 24.1% | 8.0% | -0.7% | x | u
Cc1nc(-c2cc(C#N)c(Sc3ccc(Cl)cc3Cl)nc2C)cs1 | -2.9% | -1.2 | 6.2% | 1.8 | -9.9 | -6.7% | 14.1% | -2.8% | 2.0 | -2.4%
CCCc1cc(=O)n2[nH]c(NCc3ccc(Cl)cc3Cl)nc2n1 | -0.3% | 0.3 | 0.4% | -2.9 | -14.8 | -0.4% | 13.4% | x | -4.5 | 0.0%
